# Assay outcomes as filed in PubChem BioAssay.
# FAS TE block: FAS thioesterase domain inhibitors, primary screen, biochemical, fluorescence intensity, uHTS; Fatty acid synthase (Homo sapiens), P49327; recombinant FAS-TE, OMFH fluorogenic substrate, fluorescence endpoint; inhibition, % at 15 µM; 0.67% of 360,000 active;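 active = compounds whose normalised, plate-corrected inhibition of enzyme fluorescence in the single-dose primary screen is 50% or more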;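 also: 0% = DMSO with enzyme and 100% = substrate without enzyme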
# CSN deneddyl inh: inhibitors of CSN-mediated cullin deneddylation, primary screen, biochemical, fluorescence polarization, uHTS | Purified CSN, SCF-Nedd8-OG deneddylation | 0.38% of 360,000 active | AID 651999, 2013 | COP9 signalosome complex subunit 5 (Homo sapiens), Q92905 | inhibition, % at 12.5 µM;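 active = pattern-corrected inhibition above about 35%, with an unprinted fluorescence ratio check between 0.5 and 1.5, limit read from the data, passing the limit was not always enough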;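 also: 0% = enzyme with substrate and 100% = substrate without enzyme; some results filed as inactive read as strong as hits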
#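 Material: human Csn5 produced in HEK293T cells; Input: enzyme 0.24 nM; Reagent: SCFSkp2-Nedd8OG substrate at 10 nM final; Dosing: 12.5 µM compound; Incubation: 90 min reaction at room temperature; Detection: fluorescence polarization of the substrate; Evaluation: % inhibition of substrate cleavage by Csn5; Control set: substrate-only high control, full reaction low control.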
# MT1-MMP act inh: blockers of MT1-MMP proenzyme processing, primary screen, HT1080 RFP-PRO-GFP cells, GFP/RFP fluorescence. GFP/RFP ratio change, % at 20 µM. Matrix metalloproteinase-14 (Homo sapiens), P50281. 0.061% of 360,000 active. GFP/RFP ratio fluorescence, overnight; percent of plate control window, DMSO zero;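 active = GFP/RFP ratio change of at least 30% with cell ATP level not reduced by more than half and red fluorescence within 50% of control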; also: strong numbers were not always called active
#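 Test system: HT1080 RFP-PRO-GFP cells; Benchmarks: DMSO and RFP-L50D-GFP cell wells; Timing: cells overnight before dosing, compound overnight, 37 °C, 5% CO2; Compound: one 20 µM compound dose with 1% DMSO; Read-out: GFP/RFP fluorescence ratio.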
# Rpn11 inh: Rpn11 (PSMD14) deubiquitinase inhibitors, primary screen, biochemical, fluorescence polarization, uHTS | 26S proteasome non-ATPase regulatory subunit 14 (Homo sapiens), O00487 | human 26S proteasome, Ub4-pepOG fluorescence polarization; 20S core pre-blocked with epoxomicin | calls only at 20 µM | 0.59% of 360,000 active | AID 588493, 2011;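 active = inhibition at 20 µM, scaled to each plate's controls, above about 33%, limit read from the data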
# Target sequence (O00487 whole entry, looked up): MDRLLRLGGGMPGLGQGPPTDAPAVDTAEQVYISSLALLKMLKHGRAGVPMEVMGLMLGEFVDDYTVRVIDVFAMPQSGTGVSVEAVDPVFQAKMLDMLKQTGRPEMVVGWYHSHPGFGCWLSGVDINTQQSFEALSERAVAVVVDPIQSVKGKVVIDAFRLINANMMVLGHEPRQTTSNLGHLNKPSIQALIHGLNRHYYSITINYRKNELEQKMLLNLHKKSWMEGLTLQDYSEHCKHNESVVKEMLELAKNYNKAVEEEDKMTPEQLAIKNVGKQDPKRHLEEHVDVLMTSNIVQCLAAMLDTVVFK
# MsrA inhibitor: bovine MsrA enzyme inhibitors, primary screen, biochemical, absorbance, HTS; Methionine sulfoxide reductase A (Bos taurus); purified bovine MsrA, absorbance read-out; inhibition, % at 15.5 µM; 0.75% of 360,000 active; AID 651718, 2012; in the data active = inhibition above about 4.5%;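 also: 0% = vehicle wells with enzyme and 100% = reference inhibitor wells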
# MLLE-PAM2 inh: inhibitors of PABP1 MLLE–PAM2 peptide binding, primary screen, biochemical, fluorescence polarization, FITC-PAM2, GST-MLLE | Polyadenylate-binding protein 1 (Homo sapiens), P11940 | inhibition, % at 20 µM | 0.36% of 360,000 active; in the data active = inhibition above about 35%, passing the limit was not always enough;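 also: plate controls were DMSO wells with GST-MLLE for no effect and wells lacking GST-MLLE protein for full effect; some results filed as inactive read as strong as hits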
# E coli Lon inh: inhibitors of E. coli Lon protease, primary screen, biochemical, fluorescence polarization. P0A9M0. purified E. coli Lon protease. inhibition, % at 7.94 µM. 0.42% of 360,000 active. AID 602123, 2011; in the data active = inhibition above about 13%, passing the limit was not always enough;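 also: 0% = enzyme with probe and DMSO and 100% = no enzyme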
# Target sequence (P0A9M0 whole entry, looked up): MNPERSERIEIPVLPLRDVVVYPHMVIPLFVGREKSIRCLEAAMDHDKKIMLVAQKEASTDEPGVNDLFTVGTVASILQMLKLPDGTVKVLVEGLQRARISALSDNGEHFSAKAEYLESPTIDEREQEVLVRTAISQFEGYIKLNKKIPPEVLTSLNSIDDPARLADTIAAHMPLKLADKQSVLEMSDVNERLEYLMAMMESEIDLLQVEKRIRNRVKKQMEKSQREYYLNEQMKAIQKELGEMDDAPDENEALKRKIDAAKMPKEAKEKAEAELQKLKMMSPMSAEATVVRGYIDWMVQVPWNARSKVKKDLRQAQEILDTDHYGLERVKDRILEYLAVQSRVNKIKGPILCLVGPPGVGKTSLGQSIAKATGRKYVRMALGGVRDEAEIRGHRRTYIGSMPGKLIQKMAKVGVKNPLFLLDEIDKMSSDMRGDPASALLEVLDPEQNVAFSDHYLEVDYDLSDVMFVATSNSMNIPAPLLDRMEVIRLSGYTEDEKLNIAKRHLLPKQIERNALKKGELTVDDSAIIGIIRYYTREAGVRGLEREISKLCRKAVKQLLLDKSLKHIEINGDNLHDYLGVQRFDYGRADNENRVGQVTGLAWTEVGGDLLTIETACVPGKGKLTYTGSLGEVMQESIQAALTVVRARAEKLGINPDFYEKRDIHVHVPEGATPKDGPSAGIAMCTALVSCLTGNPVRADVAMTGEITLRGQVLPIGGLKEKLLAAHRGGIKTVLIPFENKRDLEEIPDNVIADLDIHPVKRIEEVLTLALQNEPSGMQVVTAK
# bovine MsrA act: bovine MsrA enzyme activators, primary screen, biochemical, absorbance, HTS; 0.3% of 360,000 active; Methionine sulfoxide reductase A (Bos taurus); activation, % at 10.6 µM; purified bovine MsrA, absorbance read-out; in the data active = activation above about 7.5%;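 also: 0% = vehicle and 100% = reference activator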
# Rin1-Abl PPI inh: inhibitors of Rin1-Abl protein binding, primary screen, biochemical, TR-FRET. AID 588664, 2011. 0.4% of 360,000 active. inhibition, % at 7.35 µM; in the data active = inhibition above about 5%, passing the limit was not always enough
# * hit, by the source's call; i = inactive; nt = not tested or not shown.
SMILES,FAS TE block,CSN deneddyl inh,MT1-MMP act inh,Rpn11 inh,MsrA inhibitor,MLLE-PAM2 inh,E coli Lon inh,bovine MsrA act,Rin1-Abl PPI inh
O=C(CNCc1ccc(Cl)cc1)N1CCc2ccccc2C1,-3,1,0,i,0.9,7,-5,-3,4
CCOC(=O)CN1C(=O)C(Sc2n[nH]c(-c3ccccc3)n2)CCc2ccccc21 (stereo not given),0,-3,-1,i,-1.3,-19,-1,1,-1
COc1ccc(NC(=O)c2cc3cc(C)ccc3n2C)c(OC)c1,13,1,-4,i,0.1,-9,5,-3,-1
O=C(NNC(=O)c1ccccc1F)c1ccc(Cl)c(S(=O)(=O)N2CCOCC2)c1,-10,-4,10,i,-0.3,-12,-7,-11,2
CCCN(CC(=O)Nc1ccc(OC)c(OC)c1)CC(=O)Nc1ccc(F)c(F)c1F,5,-6,2,i,-1.2,-4,2,-1,-1
COc1cccc(N(CC(=O)NC2CCCCCC2)S(=O)(=O)c2ccccc2)c1,1,-3,0,i,1.8,1,2,-4,3
O=C(O)CN1C(=O)c2ccc(Oc3cccc4c3C(=O)N(CC(=O)O)C4=O)cc2C1=O,-6,4,4,i,0.2,-8,4,-4,-3
O=C(O)c1cc(NS(=O)(=O)c2ccc(F)cc2)cc(NS(=O)(=O)c2ccc(F)cc2)c1,-6,-2,-1,i,0.1,-2,-5,-1,-3
Cc1ccccc1C(=O)NC1CCN(CC(=O)NCc2ccc(F)cc2)CC1,-5,2,6,i,-0.9,0,-4,-1,1
Cc1sc2ncnc(N3CCC(C(=O)Nc4ccccc4C(C)(C)C)CC3)c2c1C,15,1,-15,i,0.4,-20,5,-2,-3
CCOC(=O)[C@]12CCCC=C1N(Cc1cccc3ccccc13)C(=O)[C@H](CC(=O)NCC13CC4CC(CC(C4)C1)C3)C2,21,0,-11,nt,-0.1,nt,9,-1,nt
N#Cc1c(NC(=O)C2CCCO2)sc2c1CCCCC2 (stereo not given),0,3,3,i,1.3,-10,2,-3,1
CC(=O)c1ccc(OCC(=O)N2CCCC(Nc3ccc(C)c(C)c3)C2)cc1 (stereo not given),2,2,0,i,-0.5,7,2,7,0
COc1ccc(C(=O)NC(=S)Nc2ccc(S(=O)(=O)Nc3cc(OC)nc(OC)n3)cc2)cc1,-2,-1,3,i,-0.1,22,3,-6,2
Cc1c(C(=O)n2cnc3ccccc32)cccc1[N+](=O)[O-],5,-3,-1,i,1.1,0,-6,-2,2
CC1(C(=O)NS(=O)(=O)c2cccc(OC(F)F)c2)CCN1C(=O)C1CCCCC1 (stereo not given),-11,2,-8,i,-0.3,6,-3,-12,4
CCOc1ccc2nc(SCc3ccc(CC(=O)O)cc3)c(C#N)cc2c1,-3,3,2,i,-1.4,8,-5,-1,2
COc1ccc(-c2cc(C(=O)NCCCn3ccnc3)no2)cc1,-6,-1,0,i,-1.0,-1,-1,-3,1
COc1c(Cl)cc(Cl)cc1C(=O)Nc1ccc(CN2CCCCC2)cc1,-4,-5,3,i,0.6,-3,-2,-1,-2
CCCOc1ccccc1NC(=O)c1c(-c2ccccc2)noc1C,26,-1,-7,i,-0.8,11,7,-2,2
CCOc1c2ccc(C(=O)NCc3ccc(OC(F)(F)F)cc3)cc2nn1CC,-2,-5,-3,i,-0.8,6,1,0,3
CC(Sc1nnc(C(C)N(C)C)n1-c1ccc(Cl)cc1)C(=O)Nc1ccc2c(c1)OCO2 (stereo not given),-3,-4,1,i,0.8,-86,-5,-3,3
COc1cccc(Nc2nc3ccccc3c(=O)[nH]2)c1,-1,3,-4,i,1.5,-14,-3,-3,0
Cc1cccc(NC(=O)CNC(=O)COc2cccnc2[N+](=O)[O-])c1C,-1,-1,-2,i,-0.1,12,-15,-2,2
Cc1cc(C(=O)CN2C(=O)NC(CC(C)C)C2=O)c(C)n1C1CC1 (stereo not given),-5,2,0,i,-0.5,9,2,-7,-1
CN1CCN(S(=O)(=O)c2ccc3c(c2)NC(=O)CS3)CC1,-2,1,0,i,0.4,20,0,-4,-3
COc1cc2c(cc1NCc1ccc3c(c1)OCO3)oc1ccccc12,23,-1,-3,i,-0.2,-9,-7,-7,1
O=C(NCc1ccccc1Cl)c1nnc(CS(=O)(=O)c2ccccc2)o1,-4,-4,2,i,0.3,8,-10,-5,2
Cc1cn([C@H]2C[C@H](O)[C@@H](CNCc3ccc(C#CCCO)cc3)O2)c(=O)[nH]c1=O,-5,-4,2,i,-0.8,3,-4,-2,-2
O=C(NC(=S)Nc1cccc(S(=O)(=O)NC2=NCCC2)c1)c1cc(-c2ccco2)nc2ccccc12,-6,16,-33,i,-0.4,69,4,-3,1
COC(=O)C(O)(CC(=O)Nc1ccc(OC(F)(F)F)cc1)C(F)(F)F (stereo not given),-5,-1,0,i,-0.2,-2,-3,-1,5
CCC(=O)c1ccc(OCC(=O)Nc2ccccc2C(=O)NC2CC2)cc1,-3,5,-2,i,-0.9,-12,-3,-4,3
COc1ccc(S(=O)(=O)N(C)c2ccc(C(=O)NCC3CCCO3)cc2)cc1 (stereo not given),-2,0,2,i,0.1,0,-3,-1,-2
Cc1cccc(NC(=O)CSc2nnc(NC(=O)C3CC3)s2)c1C,-5,4,3,i,-0.7,10,-1,-2,1
CCN(CC)C(=O)C1CCCN(c2ncnc3c2cnn3-c2cccc(C)c2)C1 (stereo not given),4,-7,4,i,0.0,-8,-3,3,-3
Cc1cccc(-n2c(CNC(=O)c3ccc(S(=O)(=O)N4CCCCC4)cc3)n[nH]c2=S)c1,-6,0,2,i,-0.6,-9,5,1,-1
CN(CC(=O)NCc1cccs1)S(=O)(=O)c1cccc2nsnc12,-9,-3,-1,i,-0.1,-2,-3,-1,-4
Cc1ccc(OC2CCN(C(=O)[C@H]3O[C@@H](n4cnc5c(N)ncnc54)[C@H](O)[C@@H]3O)CC2)cc1,-6,1,1,i,0.2,-3,-4,-2,0
O=C(COC(=O)CNC(=O)c1ccc(Cl)cc1Cl)NC(=O)NCc1ccccc1,-5,-6,-3,i,0.7,-44,-10,-3,2
CCc1nnc(NC(=O)c2cc(-c3ccco3)nc3ccccc23)s1,3,47,-9,nt,2.4,-7,-2,-3,-4
C=CCn1c(SCC(=O)Nc2cc(C)on2)nnc1-c1ccncc1,-9,-4,-1,i,-0.1,-8,-15,-2,-1
Cc1nn(C)cc1/C=N\NC(=O)Cc1ccc([N+](=O)[O-])cc1,-1,-1,2,i,0.0,-2,2,-4,0
O=C(CN1CCOCCOCCOCCOCC1)Nc1ccccc1,-8,5,2,i,-0.8,0,6,-2,-1
COc1ccc(NC(=O)c2n[nH]c(=O)c3ccccc23)cc1S(=O)(=O)N1CCCCC1,-5,-6,3,i,0.4,-9,1,2,-2
O=C1N/C(=N/N=C/c2ccc(O)cc2)SC1Cc1ccccc1 (stereo not given),1,6,-2,i,2.0,-14,-17,-6,1
C[C@H](CO)N1C[C@H](C)[C@@H](CN(C)S(C)(=O)=O)Oc2c(NC(=O)Nc3ccccc3)cccc2C1=O,-7,-3,4,i,-1.5,4,5,-7,2
CC1CCCC(C)N1S(=O)(=O)c1ccc(NC(=O)CCn2cnc3ccccc3c2=O)cc1 (stereo not given),9,9,-1,i,0.8,-5,-1,-5,1
Cc1cc2nc(SCCN3CCCC3)[nH]c2cc1C,-6,-4,-17,i,-0.2,-83,0,0,2
Cc1ccc(CCNC(=O)C2CCN(c3nn4c(=O)cc(C)nc4s3)CC2)cc1,-3,0,-2,i,0.5,3,1,-5,1
N#Cc1ccc(C(=O)Nn2cnnc2)cc1,-5,-2,-6,i,0.6,-10,-2,-3,3
Nc1cc(Cl)c(N)cc1Cl,-10,-2,-1,i,-0.1,-7,-6,-12,-3
O=C1CN(C(=O)COC(=O)c2cc(S(=O)(=O)N3CCOCC3)ccc2Cl)c2ccccc2N1,-3,2,-1,i,-1.3,4,0,-8,-2
CC(C)CC1C(=O)N(Cc2cn(CCC3OCCCO3)nn2)CCS(=O)(=O)N1Cc1ccc(-c2ccc(F)cc2)cc1 (stereo not given),0,-2,0,i,-1.4,-8,9,-8,-2
COc1ccc2c(C=O)c[nH]c2c1,-5,2,-2,i,-0.3,-7,-17,-3,3
CC(OC(=O)c1ccco1)C(=O)Nc1ccc(Cl)cn1 (stereo not given),-5,-8,1,i,0.3,-11,10,-8,3
CN1CCSc2ccc(C(=O)NCc3ccccc3F)cc21,8,-3,5,i,0.9,3,-4,-1,-6
COC(=O)c1ccc(Cn2cnc3cnccc32)cc1,-3,0,-1,i,0.7,4,-8,-7,4
O=C(NCCc1c[nH]c2ccccc12)c1ccc2nc[nH]c2c1,-2,-2,-2,i,-0.4,10,-16,0,4
O=C(CSc1cccs1)Nc1ccc(Cl)cc1,-2,-1,-1,i,0.3,0,4,1,-3
CN(C(=O)NC(=O)C1=C(N2CCOCC2)/C(=C/c2ccccc2)CC1)S(C)(=O)=O,-6,7,0,i,2.0,20,-12,-5,1

# Four neighbouring records from above:
SMILES,FAS TE block,CSN deneddyl inh,MT1-MMP act inh,Rpn11 inh,MsrA inhibitor,MLLE-PAM2 inh,E coli Lon inh,bovine MsrA act,Rin1-Abl PPI inh
CC(Sc1nnc(C(C)N(C)C)n1-c1ccc(Cl)cc1)C(=O)Nc1ccc2c(c1)OCO2 (stereo not given),-3,-4,1,i,0.8,-86,-5,-3,3
COc1cccc(Nc2nc3ccccc3c(=O)[nH]2)c1,-1,3,-4,i,1.5,-14,-3,-3,0
Cc1cccc(NC(=O)CNC(=O)COc2cccnc2[N+](=O)[O-])c1C,-1,-1,-2,i,-0.1,12,-15,-2,2
Cc1cc(C(=O)CN2C(=O)NC(CC(C)C)C2=O)c(C)n1C1CC1 (stereo not given),-5,2,0,i,-0.5,9,2,-7,-1

# The results go on.
SMILES,FAS TE block,CSN deneddyl inh,MT1-MMP act inh,Rpn11 inh,MsrA inhibitor,MLLE-PAM2 inh,E coli Lon inh,bovine MsrA act,Rin1-Abl PPI inh
Cc1cc(C(=O)Nn2cnnc2)cs1,-6,-2,-2,i,2.1,-4,-7,-3,0
COc1ccc(NS(=O)(=O)c2ccc(OC)c(NC(=O)CNC(=O)c3ccc(OC)cc3)c2)cc1,8,0,2,i,-0.4,-8,-1,-3,-1
CCOC(=O)N1CCN(C(=O)COC(=O)CN(C)S(=O)(=O)c2ccc(NC(C)=O)cc2)CC1,1,-5,4,i,-0.9,-8,-9,-2,2
c1ccc(-c2nn3c(C4CCCCC4)nnc3s2)nc1,-3,1,3,i,-0.1,-5,0,-1,0
O=C(NCc1ccccc1Cl)C(=O)c1c[nH]c2ccccc12,-6,-1,0,i,-1.1,-2,-10,-3,1
O=S(=O)(c1ccc2c(c1)CCC2)N1CCNCC1,-7,-3,-2,i,-0.4,10,-7,-1,2
O=C(c1nnsc1S(=O)c1ccc(Cl)cc1)N1CCOCC1 (stereo not given),26,1,-17,i,0.1,31,5,-5,-2
